# CHT allo act: CHT positive allosteric modulators, primary screen, cell-based, membrane potential dye, choline EC20; hit rate 0.49% among 310,000; CHT-expressing cells; active compounds read high; LV-AA mutant CHT in HEK293 cells; AID 488977, 2010; High affinity choline transporter 1 (Homo sapiens), Q9GZV3; B-score at 10 µM;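 active = initial fluorescence not abnormally high and integrated response B-score, plate-corrected, over 3 SD above library mean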
# Target sequence (Q9GZV3 whole entry, looked up): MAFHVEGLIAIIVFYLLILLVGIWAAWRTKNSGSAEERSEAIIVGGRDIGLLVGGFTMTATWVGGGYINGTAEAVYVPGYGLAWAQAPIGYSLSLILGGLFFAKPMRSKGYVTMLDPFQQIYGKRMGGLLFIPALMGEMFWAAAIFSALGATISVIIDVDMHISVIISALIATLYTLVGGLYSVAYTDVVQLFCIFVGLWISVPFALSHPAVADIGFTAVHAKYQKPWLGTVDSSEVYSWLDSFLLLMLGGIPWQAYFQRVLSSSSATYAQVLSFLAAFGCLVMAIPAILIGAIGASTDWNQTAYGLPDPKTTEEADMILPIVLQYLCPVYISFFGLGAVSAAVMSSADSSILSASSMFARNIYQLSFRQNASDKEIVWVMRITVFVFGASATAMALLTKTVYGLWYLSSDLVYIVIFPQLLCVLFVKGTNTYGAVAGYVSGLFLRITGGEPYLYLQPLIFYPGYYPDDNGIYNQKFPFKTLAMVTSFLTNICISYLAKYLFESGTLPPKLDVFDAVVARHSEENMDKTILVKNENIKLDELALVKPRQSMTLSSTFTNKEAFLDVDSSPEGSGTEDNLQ
# CHT inh: inhibitors of human choline transporter CHT; hit rate 0.86% among 310,000; CHT-expressing cells, membrane potential dye, choline response; active compounds read low; B-score at 10 µM; High affinity choline transporter 1 (Homo sapiens), Q9GZV3; AID 488975, 2010;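 active = B-score over 3 SD under the library average, and starting fluorescence ratio not unusually high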;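 note: choline stimulus applied at its EC90 after an EC20 pre-addition; B-score computed on integrated fluorescence ratio after choline addition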
# Numbers without * were called inactive; i = inactive. Rows are unselected; 1.5% or so of the library scored in one or more.
No.	smiles	CHT allo act	CHT inh
1	OCCNCc1cc(Br)ccc1OCc1ccc(F)cc1	i	i
2	CC(=O)Nc1ccc(S(=O)(=O)N2CCC(C(=O)c3ccc(F)cc3)CC2)cc1	i	i
3	OC(c1cc(C(F)(F)F)nc2c(Cl)cc(Cl)cc12)C1CCCCN1 (stereo not given)	i	i
4	C=CCCCCCCCCC(=O)Nc1ncccn1	i	i
5	CC(OC(=O)c1nn(C)c(=O)c2ccccc12)C(=O)Nc1ccc(S(N)(=O)=O)cc1 (stereo not given)	i	i
6	CC(Oc1ccc2c(-c3ccccc3)cc(=O)oc2c1)C(=O)NCc1ccccn1 (stereo not given)	i	i
7	Cc1cc2oc(=O)cc(CN(C)Cc3ccccc3)c2cc1C(C)C	i	i
8	CC(OC(=O)CN1C(=O)NC2(CCCC2)C1=O)C(=O)c1ccccc1 (stereo not given)	i	i
9	Cc1ccc(OCC(=O)N2CCCc3ccccc32)cc1	i	i
10	CCc1nc2ccccc2c(NC(=O)CN2CC(C)CC(C)C2)c1C (stereo not given)	i	i
11	CCc1ccc(NC(=O)CCS(=O)(=O)c2cccc3nsnc23)cc1	i	i
12	CC1(C)Cc2c(cnn2-c2ccc(F)cc2)C(NC(=O)CCC(F)(F)F)C1 (stereo not given)	i	i
13	CC(=O)Nc1cccc(C(=O)Nc2ccccc2C(=O)O)c1	i	i
14	CC(C)c1nc2oc3c(NCc4ccccn4)ncnc3c2c2c1COC(C)(C)C2	i	i
15	CN(C)C(CNC(=O)c1cccc(S(=O)(=O)N2CC3(C)CC2CC(C)(C)C3)c1)c1ccco1 (stereo not given)	i	i
16	COc1ccc(OC)c(CCNC(=O)Cn2nc(C)c3c(C)n(-c4ccccc4)nc3c2=O)c1	i	i
17	COc1ccnc2c1c(=O)n(Cc1ccc(Cl)cc1Cl)c(=O)n2C	i	i
18	COc1ccc(CCCC(=O)NCCc2ccccc2)c(C)c1	i	i
19	CC1=NNC(=O)C1CCC(=O)N/N=C/c1ccc(Cl)cc1 (stereo not given)	i	i
20	COc1ccc(/C=C2\SC(=O)N(CCNC(=O)CCS(=O)(=O)c3ccc(C)cc3)C2=O)cc1	i	i

# The list continues.
No.	smiles	CHT allo act	CHT inh
21	CCOc1ccc(C(Nc2cccnc2)c2cc(Cl)c3cccnc3c2O)cc1 (stereo not given)	i	i
22	CC(=O)c1cccc(NC(=O)COC(=O)c2ccc3c(c2)OCCO3)c1	i	i
23	O=C(c1ccncc1)N1CCN(C(=O)c2ccco2)CC1	i	i
24	COc1cc(/C=N/NC(=O)CNC(=O)c2ccncc2)ccc1OC(C)=O	i	i
25	CCOc1ccc(/C=N/NC(=O)Cc2csc(Nc3cccc(C(F)(F)F)c3)n2)cc1	i	i
26	Cc1csc(NC(=O)C2=COCCO2)n1	i	i
27	Nc1ccc(C(=O)N2CCN(S(=O)(=O)c3ccc(Br)cc3)CC2)cc1[N+](=O)[O-]	i	i
28	CCOc1ccccc1N1CC(C(=O)Nc2ccc3c(c2)OCCO3)CC1=O (stereo not given)	i	i
29	COCCNC(=O)c1ccc2c(c1)NC(=O)CS2	i	i
30	COC(CN(C)C(=O)c1cn(C)c2ccc(S(=O)(=O)N(C)C3CCCCC3)cc2c1=O)OC	i	i
31	COc1cc(NC(=S)N2CCCCC2C)c(OC)cc1Cl (stereo not given)	i	i
32	N#Cc1c(N)nc(SCC(=O)C23CC4CC(CC(C4)C2)C3)c(C#N)c1-c1ccc(Cl)cc1	i	i
33	CC(=O)NNC(=S)NC(=O)c1ccc(C)cc1	i	i
34	O=C(CN1C(=O)C2C3CC(C(Br)C3Br)C2C1=O)N1CCN(Cc2ccccc2)CC1 (stereo not given)	i	i
35	Cc1nonc1NC(=O)CSc1ccc(-c2ccccc2)nn1	i	-8*
36	CCCNC(=O)C1(CC2CC(c3ccccc3)=NO2)CCN(C(=O)OC(C)(C)C)CC1 (stereo not given)	i	i
37	O=CNc1ccccc1Oc1ccccc1	i	i
38	CCOC(=O)[C@@H]1[C@H]2COc3ccccc3[C@@H]2N2C(=O)N(c3ccc(OC)cc3)C(=O)[C@]12C	i	i
39	CCc1ccc(NC(=O)c2ccc3c(=O)n4c(nc3c2)CCCCC4)cc1	i	i
40	O=C(O)c1cc(NC(=O)c2ccc([N+](=O)[O-])cc2)cc(NC(=O)c2ccc([N+](=O)[O-])cc2)c1	i	i

# (list continues)
No.	smiles	CHT allo act	CHT inh
41	CC(=O)c1sc(-c2ccc(F)cc2)cc1NS(=O)(=O)c1ccccc1	i	i
42	CN(C)S(=O)(=O)c1cccc(C(=O)NC2CCSc3ccccc32)c1 (stereo not given)	i	i
43	Cc1[nH]nc2c1/C(=N\O)CC(C)(C)C2	i	i
44	O=C(NCc1ccccn1)c1nc(-c2cccs2)no1	i	i
45	CNC(=S)N(Cc1cccs1)Cc1cc2ccc(OC)cc2[nH]c1=O	i	i
46	COCC1CCN(C(=O)C2CCC(=O)N(CCc3cccc(F)c3)C2)CC1 (stereo not given)	i	i
47	c1ccc(-c2nnc(SCc3cn4ccsc4n3)o2)cc1	i	i
48	CCC(Oc1ccc(Br)cc1Cl)C(=O)Nc1nnc(C2CC2)s1 (stereo not given)	i	i
49	CCCn1cnc2c(oc3ccccc32)c1=O	i	i
50	COC(=O)c1ccc(CS(=O)(=O)c2ccc(F)cc2)o1	i	i
51	Cc1cc(C)c(C)c(S(=O)(=O)NCc2ccncc2)c1C	i	i
52	OC[C@@H](O)C1OC2NC(=S)OC2C1O (stereo not given in full)	i	i
53	CCOC(=O)N1CCN(C(=O)c2ccc(CN(c3ccc(C)c(C)c3)S(C)(=O)=O)cc2)CC1	i	-6.3*
54	Cc1ccccc1NC(=O)c1ccc2c(c1)C(=O)N(CC(C)C)C2=O	i	i
55	Cc1ccc(-c2nn(-c3ccc(F)cc3)cc2C(=O)NCC2CCCO2)cc1 (stereo not given)	i	i
56	COc1ccc(-n2c3c(cc(C(=O)NCC(=O)c4ccccc4)c2=O)C(=O)CC(C)(C)C3)cc1	i	i
57	COc1ccc(-c2nc3cnccn3c2Nc2ccc3c(c2)OCO3)cc1	6.4*	i
58	CCN(CC)CCCn1c2c(c(SCC(=O)Nc3ccccc3Cl)nc1=O)CCC2	i	i
59	Cc1c(C(=O)Nc2ccc(Cl)cc2)c2ccccn2c1C(=O)c1ccc([N+](=O)[O-])cc1	i	i
60	Cc1ccc(SCc2nc(N)nc(Nc3ccccc3C)n2)c(C)c1	i	i

# The list continues.
No.	smiles	CHT allo act	CHT inh
61	Cn1c(=O)c2c(nc(Br)n2Cc2ccccc2Cl)n(C)c1=O	i	i
62	CCOc1ccc(C(=O)NC2CC3CCCC(C2)N3Cc2ccccc2)cc1 (stereo not given)	i	i
63	O=c1oc(-c2cccc(S(=O)(=O)N3CCOCC3)c2)nc2ccccc12	i	i
64	COc1ccc(/C=N/Nc2nc(C)cc(=O)[nH]2)cc1OC	i	i
65	Fc1ccc(CN2CCN(C(c3ccccc3)c3ccccc3)CC2)cc1	i	i
66	COc1ccccc1C(=O)Nn1cnc2ccccc2c1=O	i	i
67	Cc1[nH]c(=S)[nH]c(=O)c1CCCO	i	i
68	COCCN(C(=S)Nc1cccc(C)c1C)C(C)c1ccco1 (stereo not given)	i	i
69	CC(=O)Nc1ccc(S(=O)(=O)NCC2CCC(C(=O)NCCCOC(C)C)CC2)cc1 (stereo not given)	i	i
70	Cc1ccc(C)c(Cn2nnc3c(=O)[nH]c(C4CCCN(C(=O)C5CCC5)C4)nc32)c1 (stereo not given)	i	i
71	COc1ccc(S(=O)(=O)NC2CCCCCC2)c(OC)c1	i	i
72	Cc1cc(C(F)F)n2nc(C(=O)NCc3ccccc3F)nc2n1	i	i
73	O=C(N=C1SCC(=O)N1c1ccccc1Cl)c1ccco1	i	i
74	O=C(O)CN1C(=O)C(=O)N(Cc2ccc(Cl)c(Cl)c2)C1=O	i	i
75	COc1cc(/C=N/NC(=O)c2ccc(O)cc2)ccc1OCC(=O)Nc1cccc([N+](=O)[O-])c1	i	i
76	COCC(=O)Nc1ccccc1-c1ccccc1	i	i
77	CCOC(=O)C1=C(C)N(CCCCCC(=O)O)C(=O)NC1c1ccc(Br)cc1 (stereo not given)	i	i
78	O=S1(=O)CCC(NC(=S)NC2CCS(=O)(=O)C2)C1 (stereo not given)	i	i
79	Cc1noc(C)c1COC(=O)CNC(=O)c1ccc(Cl)cc1	i	i
80	CC1=C(C)NC(=S)SC1	i	i

# Quoted at random: 7 compounds from above.
No.	smiles	CHT allo act	CHT inh
60	Cc1ccc(SCc2nc(N)nc(Nc3ccccc3C)n2)c(C)c1	i	i
54	Cc1ccccc1NC(=O)c1ccc2c(c1)C(=O)N(CC(C)C)C2=O	i	i
35	Cc1nonc1NC(=O)CSc1ccc(-c2ccccc2)nn1	i	-8*
6	CC(Oc1ccc2c(-c3ccccc3)cc(=O)oc2c1)C(=O)NCc1ccccn1 (stereo not given)	i	i
13	CC(=O)Nc1cccc(C(=O)Nc2ccccc2C(=O)O)c1	i	i
29	COCCNC(=O)c1ccc2c(c1)NC(=O)CS2	i	i
22	CC(=O)c1cccc(NC(=O)COC(=O)c2ccc3c(c2)OCCO3)c1	i	i

# Record cards (already shown):
# COc1ccc(S(=O)(=O)NC2CCCCCC2)c(OC)c1 is entered as CHT allo act: i; CHT inh: i
# COc1ccccc1C(=O)Nn1cnc2ccccc2c1=O is entered as CHT allo act: i; CHT inh: i

# Next part.
No.	smiles	CHT allo act	CHT inh
81	COC(=O)C(NC(C)=O)(Nc1cc(C)ccn1)C(F)(F)F (stereo not given)	i	i
82	Cc1ccc(C)c(NC(=O)CCC(=O)NNC(=O)c2cccc([N+](=O)[O-])c2)c1	i	i
83	CC1CCC(n2c(=S)[nH]c3ccccc3c2=O)CC1 (stereo not given)	i	i
84	CCOc1cc(S(=O)(=O)N2CCCCC2)ccc1F	i	i
85	COC(=O)c1ccc(NC(=O)c2cnc3scc(C)n3c2=O)cc1	i	i
86	N/C(=N\N=C/c1ccc(F)cc1)N/N=C\c1ccc(F)cc1	i	i
87	CCCC(=O)NC(Nc1cccc(C(F)(F)F)c1)C(Cl)(Cl)Cl (stereo not given)	i	i
88	Cc1[nH]c(C)c(S(=O)(=O)N2CCCCC2C)c1C(=O)N1CCCC1 (stereo not given)	i	i
89	CCC(OC(=O)c1ccco1)C(=O)NC1CCCC1 (stereo not given)	i	i
90	C/C(CCc1ccccc1)=N\NC(=O)COc1ccccc1C	i	i
91	CCSc1ccccc1C(=O)Nc1ccc(S(=O)(=O)NC(C)=O)cc1	i	i
92	CC(CC(=O)Nc1ccccc1)NCCCN1CCCC1=O (stereo not given)	i	i
93	CCc1nc2sc(C(C)=O)c(N)c2c2c1CCCC2	i	i
94	Cn1nnc(NC(=O)c2ccc(C(C)(C)C)cc2)n1	i	i
95	CCC(C)(C(=O)NC1CCCCC1)N(C(=O)CNC(C)=O)c1c(C)n(C)n(-c2ccccc2)c1=O (stereo not given)	i	i
96	Cc1cccc(NC(=O)NN2CCN(C)CC2)c1C	i	i
97	COc1ccc(NC(=O)c2nc3nc(C)cc(C(F)F)n3n2)cc1OC	i	i
98	COc1ccc(CCN2CCCC(CN(C)Cc3cc(OC)ccc3OC)C2)cc1 (stereo not given)	i	i
99	COc1ccc(CCN2C(=O)N[C@@H](C(C)C)C2=O)cc1	i	i
100	CC(Oc1ccc2c3c(c(=O)oc2c1)CCC3)C(=O)NCc1cccnc1 (stereo not given)	i	i

# The results go on.
No.	smiles	CHT allo act	CHT inh
101	COCc1ccc(C(=O)NCC2(N3CCCCC3)CCCCC2)cc1	i	i
102	Fc1cccc(-c2n[nH]c(=S)n2-c2ccccc2)c1	i	i
103	CC(C)(C)NC(=O)COC(=O)c1ccc(F)cc1Cl	i	i
104	CCOC(=O)N1CCN(C(=O)COC(=O)C2CCN(S(=O)(=O)c3c(C)c(C)cc(C)c3C)CC2)CC1	i	i
105	Cc1ccc(S(=O)(=O)NCc2ccc(C(=O)NC3CCC(C)CC3)cc2)cc1 (stereo not given)	i	i
106	CN(CC(=O)Nc1ccccc1Cl)C(=O)COC(=O)CSc1ccc(F)cc1	i	i
107	Cc1ccccc1C(=O)Nc1ccc(CN2CCOCC2)cc1	i	i
108	Cc1cccc(NC(=O)C2COc3ccccc3O2)n1 (stereo not given)	i	i
109	COCCNC(=O)CN1C(=O)/C(=C/c2ccccc2)Oc2ccc(C(C)(C)C)cc21	i	i
110	Cc1c(Cl)c([N+](=O)[O-])nn1CCCC(=O)Nc1sc2c(c1C#N)CCC2	i	i
111	COc1cccc(/C=N/NC(=O)c2cccc(N3CCCC3=O)c2)c1	i	i
112	CN(c1ccccc1)S(=O)(=O)c1ccc(C(=O)NCCc2ccc(F)cc2)cc1	i	i
113	O=c1ccn([C@@H]2O[C@H](CO)[C@@H](O)[C@H]2O)c(=O)[nH]1	i	i
114	COc1cccc(-c2cc(=O)c3cc(NC(=O)c4ccc(Cl)cc4)ccc3[nH]2)c1	i	i
115	Cc1ccc(Nc2nc3ccccc3nc2-n2nc(C)cc2C)cc1	i	i
116	O=C(NC1CCCCCCC1)c1cnccn1	i	i
117	CN(CC(=O)Nc1ccc(F)c(Cl)c1)S(=O)(=O)c1ccc2c(c1)n(C)c(=O)c(=O)n2C	i	i
118	COc1ccc(NC(=O)CCS(=O)(=O)c2cccc3nonc23)cc1	i	i
119	N#CC1=C(N)SC(N)=C(C#N)C1C1CC=CCC1 (stereo not given)	i	i
120	CC1CCCCN1CCNc1nc(=S)[nH]c2ccccc12 (stereo not given)	i	i

# (further entries)
No.	smiles	CHT allo act	CHT inh
121	CCCNc1c(NS(=O)(=O)c2ccc(C(C)(C)C)cc2)c(=O)oc2ccccc12	i	i
122	CC(C)(C)NC(=O)C1CCN(c2ccc(S(=O)(=O)N3CCOCC3)cc2Cl)CC1	i	i
123	CCOc1c(Br)cc(CNC2CCCCCCC2)cc1OC	i	i
124	CC(C)N=c1c([N+](=O)[O-])nn(C)n1O	i	i

# Assay outcomes from PubChem BioAssay.
